# Compound activity (PubChem)
# POLH inh = blocks human DNA polymerase eta activity; hit rate 1.2% among 390,000; Potency, µM (top dose mostly 114 µM), for inactives: at the highest dose activity change, negative = inhibition, most hits filed as inhibitors; recombinant Pol eta, fluorescent DNA replication assay; also: potency is read from the fitted curve at half-maximal effect; % is scaled to controls: 0 for no effect and ±100 for the full control effect
# Target sequence (Q9Y253 whole entry, looked up): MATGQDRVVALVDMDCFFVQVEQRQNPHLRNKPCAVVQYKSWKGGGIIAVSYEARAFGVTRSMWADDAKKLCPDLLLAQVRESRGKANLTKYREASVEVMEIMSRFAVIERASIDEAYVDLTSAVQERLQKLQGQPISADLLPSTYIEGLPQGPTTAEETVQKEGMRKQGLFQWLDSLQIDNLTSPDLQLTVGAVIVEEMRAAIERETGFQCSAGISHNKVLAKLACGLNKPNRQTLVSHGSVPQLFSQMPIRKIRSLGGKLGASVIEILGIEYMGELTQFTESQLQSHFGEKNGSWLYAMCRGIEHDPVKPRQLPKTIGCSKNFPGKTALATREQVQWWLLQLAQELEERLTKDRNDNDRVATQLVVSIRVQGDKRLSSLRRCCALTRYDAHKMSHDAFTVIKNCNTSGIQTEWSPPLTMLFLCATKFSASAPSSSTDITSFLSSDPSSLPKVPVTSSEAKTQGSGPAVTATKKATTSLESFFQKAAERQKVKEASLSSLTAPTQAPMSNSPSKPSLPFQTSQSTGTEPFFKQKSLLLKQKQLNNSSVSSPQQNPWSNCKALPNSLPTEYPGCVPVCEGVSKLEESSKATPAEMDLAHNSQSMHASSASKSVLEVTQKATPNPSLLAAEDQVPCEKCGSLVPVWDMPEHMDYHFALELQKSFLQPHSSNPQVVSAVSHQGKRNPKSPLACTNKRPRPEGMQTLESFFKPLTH
#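 Pol eta at 10 nM preincubated with compounds 15 min at room temperature; reaction started with fluorescent substrate (50 nM final) and read kinetically at 0 and 10 min.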
# APEX1 inh = blocks human APE1 abasic DNA cleavage; P27695; recombinant APE1, TAMRA/BHQ-2 abasic DNA cleavage fluorescence; Potency, µM (titrated, usually from 65.8 µM), for the others: top-dose activity change, negative = inhibition, most hits filed as inhibitors; hit rate 0.35% among 350,000; AID 2517;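 also: potency is read from the fitted curve at half-maximal effect; plate controls were vehicle for no effect and reference inhibitor for full effect; nearly all actives have a fitted effect of over 55% in size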
# Target sequence (P27695 whole entry, looked up): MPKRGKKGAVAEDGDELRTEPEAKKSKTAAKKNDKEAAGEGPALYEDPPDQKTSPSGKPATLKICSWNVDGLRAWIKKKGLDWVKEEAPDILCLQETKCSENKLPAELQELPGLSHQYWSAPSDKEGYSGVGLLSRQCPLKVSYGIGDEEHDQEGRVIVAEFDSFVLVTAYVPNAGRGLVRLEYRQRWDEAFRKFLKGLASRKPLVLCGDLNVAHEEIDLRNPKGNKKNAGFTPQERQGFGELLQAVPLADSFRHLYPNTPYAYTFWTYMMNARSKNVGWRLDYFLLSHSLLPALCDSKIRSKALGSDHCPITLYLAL
#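 Activity was derived from the fluorescence gain between first and third kinetic reads (60 s intervals, ex 525/em 598 nm) after 50 nM THF-abasic TAMRA/BHQ-2 duplex was added to 0.75 nM APE1 preincubated 15 min with compound.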
# POLI inh = DNA polymerase iota (human) inhibition; Q9UNA4; Pol iota fluorescent replication assay, 10 min; hit rate 1% among 390,000; Potency, µM (highest dose often 115 µM), for the others: at the top dose activity, negative = inhibition, most hits filed as inhibitors; also: potency is read from the fitted curve at half-maximal effect
#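 Pol iota at 10 nM preincubated 15 min with compounds at room temperature; reaction started with fluorescent substrate, 50 nM final. Fluorescence read kinetically at 0 and 10 min; buffer-only wells as negative control.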
# Anesthetic bind = binds horse apoferritin like a general anesthetic | hit rate 0.074% among 350,000 | Potency, µM (titrated, usually from 77.5 µM), inactives show at the highest dose activity change, negative = displacement, actives largely listed as inhibitors | P02791 | AID 485281 | apoferritin/1-aminoanthracene competitive binding, fluorescence; also: potency is read from the fitted curve at half-maximal effect; % is scaled to controls: 0 for no effect and ±100 for the full control effect; nearly all actives have a fitted effect of over 20% in size
#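 10 uM apoferritin + 50% sat. 1-AMA, PBS; cpd 10 min RT; Ex380/Em535 endpoint; normalized to free probe vs complex; 4-param Hill fit; propofol titration as pos. ctrl.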
# Pol beta inh = blocks human DNA polymerase beta activity. Pol beta primer extension/strand displacement, fluorescence kinetic. Potency, µM (top dose mostly 114 µM), for the others: top-dose activity change, negative = inhibition, most hits filed as inhibitors. hit rate 1.3% among 340,000; also: potency is read from the fitted curve at half-maximal effect; % is scaled to controls: 0 for no effect and ±100 for the full control effect
#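 Human Pol beta at 10 nM; strand-displacement substrate 50 nM final. Compound exposure 15 min at room temperature before start, reaction 10 min at room temperature.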
# BLM helicase inh = Bloom syndrome helicase (human) inhibition. Potency, µM (highest dose often 56.1 µM), without a hit: at the highest dose activity change, negative = inhibition, actives largely listed as inhibitors. P54132. recombinant BLM DNA unwinding, fluorescence dequenching. hit rate 0.2% among 350,000;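 also: potency is read from the fitted curve at half-maximal effect; plate controls were vehicle for no effect and no enzyme for full effect; nearly all actives have a fitted effect of over 35% in size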
# LDHA inh = inhibitors of human lactate dehydrogenase A. P00338. purified LDHA, NADH/diaphorase-resazurin fluorescence; stronger effect = lower value. activity change, % (values are at about 110 or 230 µM). hit rate 0.15% among 480,000. AID 1347041; in the data active = activity change below about -30%; inconclusive = mostly about -25% to -30%;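 also: plate controls were DMSO wells for no effect and wells without enzyme for full effect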
#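 Human LDH5 (2 nM) was incubated with 0.06 mM NADH and 0.2 mM pyruvate for 5 min at room temperature in Tris pH 7.4. Remaining NADH was coupled through diaphorase/resazurin, and resorufin fluorescence was read at 0 and 20 min.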
# POLK inh = DNA polymerase kappa (human) inhibition; Q9UBT6; purified Pol kappa, fluorescent DNA synthesis assay, 10 min; Potency, µM (titrated, usually from 107 µM), without a hit: top-dose activity, negative = inhibition, usual class: inhibitors; hit rate 0.53% among 400,000; AID 588579; also: potency is read from the fitted curve at half-maximal effect; % is scaled to controls: 0 for no effect and ±100 for the full control effect
#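 50 nM final substrate added after 15 min RT preincubation of 10 nM Pol kappa with compound; fluorescence read at 0 and 10 min.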
# Glioma ERSR ind = inducers of ER stress response in human glioma cells. AID 602332. U87-MG GRP78 promoter luciferase reporter, 16 h. hit rate 0.02% among 420,000. Potency, µM, without a hit: at the highest dose activation, actives largely listed as activators; also: potency is read from the fitted curve at half-maximal effect; series mostly up to about 76 µM; % of control where 0% means no effect; nearly all actives have a fitted effect of over 35% in size
#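 ERSR induction read as luciferase luminescence (Bright-Glo, 10 min at room temperature) in stably transfected human U87-MG glioma cells exposed to compounds for 16 h, using GRP78 as sensor.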
# * = called active by the depositor; ? = inconclusive; . = no result given; & = joins results of further samples; [ ] = another dose, or the depositor's remark. Unless noted, calls follow the shape of the dose curve; as a rule, active = well fitted curve in the direction sought with a large enough effect; inconclusive = small, poorly fitted or top-dose-only effect, or another doubt; inactive = no such curve, though single readings can be large; an effect the other way counts as inactive or inconclusive.
SMILES,POLH inh,APEX1 inh,POLI inh,Anesthetic bind,Pol beta inh,BLM helicase inh,LDHA inh,POLK inh,Glioma ERSR ind
COc1ccc(NC(=O)c2ccccc2C)c(OC)c1,-7%,-3%,-1%[58.9 µM],-13%,11%,-1%,-4,-6%,-1%
Cc1cccc(-c2noc(CCCC(=O)N3CCOCC3)n2)c1,-8%,-1%,41%[activator],-13%,3%,-1%,-2,1%,2%
CC(C)OC(=O)CSc1ncnc2c1cnn2Cc1ccccc1,-11%,1%,-3%,?,2%,-4%,-1,-1%,-4%
COc1cccc(C2CC(=O)Nc3n[nH]c(-c4ccccc4)c32)c1OC (stereo unspecified),-14%,-2%,?,9%,32%,-2%,2,-18%,-2%
CCOP(=O)(OCC)C(NC(=O)c1cccs1)C(F)(F)F (stereo unspecified),9%,-2%,31%[activator],5%,8%,-5%,-5,-11%,-1%
COc1ccc(Nc2ncnc3c2cnn3C)c(OC)c1,14%,.,-8%,-1%,-7%,-5%,2,-13%[60.1 µM],-3%
O=C1Nc2ccc(F)cc2C12Nc1ccccc1-c1nnc(SCc3ccccc3)nc1O2 (stereo unspecified),6%,7%,?,-20%,1%,-6%,7,-7%,-1%
Cc1oc2c(C)c3oc(=O)c4c(c3cc2c1C)CCC4,-9%,8%,31%[activator],-2%,3%,1%,-2,-10%,2%
Cc1noc(C)c1-c1cc(Nc2ccc(F)cc2)ncn1,.,2%,.,3%,.,1%,.,-5%[60.1 µM],0%
COCc1cc(C)nc(OCC(=O)N/N=C/c2ccc(O)cc2O)c1C#N,-10%,1%,?,-2%,-4%,-6%,10,-14%,-4%
Cc1ccccc1C(=O)NNC(=O)C1CCN(c2ncccn2)CC1,-17%,-8%,32%[activator],33%[activator],19%,-4%,-2,7%,-2%
Cc1ccc(S(=O)(=O)NCCc2csc(-c3ccc(Cl)cc3)n2)cc1,?,.,0%,1%,-22%,-5%,0,-15%[60.1 µM],6%
Cc1cccc(NC(=O)C2C3C=CC4(O3)C2C(=O)N(CCCN2CCCC2)C4C(=O)NC2CCCC(C)C2C)c1 (stereo unspecified),-6%,46%[activator],23%,-5%,53%,2%,-4,1%,-2%
CCCCCCSc1nsc(N)n1,4%,17%,12%,8.9µM*,21%,-5%,1,-15%,8%
Cc1nc(NS(=O)(=O)c2ccccc2C)c2c3c(sc2n1)CCC3,-10%,-4%,8%,-6%,18%,-3%,-4,-1%,1%
COC(=O)COc1ccc(S(=O)(=O)N2CCN(c3ccccc3)CC2)cc1,-10%,-1%,31%[activator],-1%,-29%,-3%,-1,-12%,7%
CCCN1/C(=C(/C#N)C2=NS(=O)(=O)c3ccccc32)N(C)c2ccccc21,-4%,-4%,3%,?,-11%,0%,-3,-3%,-2%
S=c1[nH]ccc2ccccc12,-2%,.,22%,.,.,.,5&26,-2%,0%
CN(C)c1cccc(C(=O)NNC(=S)NC2CC3CCC2C3)c1 (stereo unspecified),-8%,1%,74%[activator],-18%,0%,-3%,-2,-5%,6%
CSCCC(NC(=O)c1ccccc1)C(=O)N1CCN(Cc2ccc(Cl)cc2)CC1 (stereo unspecified),-21%,-3%,18%,.,.,.,-8,11%,-4%
Cc1ccc(-c2ccccc2NC(=O)CS(=O)CC(=O)Nc2ccc(C)c(Cl)c2)o1 (stereo unspecified),-2%,-6%[12.4 µM],?,-22%,-3%,0%,5,-18%,2%
Cc1ccc2c(c1)c(C)c(C)n2CC(O)Cn1nc(C)c(Br)c1C (stereo unspecified),?,-12%,21%,-21%,1%,-14%,3,0%,3%
O=C(c1ccc(-c2ccc(Cl)cc2)o1)N1CCN(S(=O)(=O)c2cccs2)CC1,-19%,-18%,13%,.,.,.,-6,-5%,1%
Fc1ccc(/C=N/n2c(-c3cccs3)n[nH]c2=S)cc1,-5%,5%,-2%,-4%,1%,-4%,-13,-5%,1%
CCOC(=O)C1NN=C(C(=O)c2ccccc2)C1c1ccc(Cl)cc1 (stereo unspecified),?,10%,59%[activator],-20%,-1%,-15%,-6,-6%,0%
SMILES,POLH inh,APEX1 inh,POLI inh,Anesthetic bind,Pol beta inh,BLM helicase inh,LDHA inh,POLK inh,Glioma ERSR ind
O=C(CNC(=O)C(c1ccccc1)c1ccccc1)N/N=C\c1cccc(O)c1,-9%,-4%,-9%,-14%,-2%,-5%,-11,-3%,-2%
Clc1nssc1=Nc1ccccc1,14%,8%,87%[activator],-16%,-1%,-12%,-11,6%,0%
CS(=O)(=O)N(CC(=O)N1CCCCC1)c1ccc(Cl)c(C(F)(F)F)c1,-5%,-2%,28%,-18%,0%,1%,1,-2%,-4%
CCc1ccc(NC(=O)NC(C)c2ccc3c(c2)OCO3)cc1 (stereo unspecified),-13%,-8%,16%,?,5%,-2%,0,2%,-6%
O=C1c2ccccc2S(=O)(=O)c2cc(C(=O)N3CCN(c4c(Cl)cncc4Cl)CC3)ccc21,-16%,.,-19%,.,.,.,0,-4%,-1%
COc1cccc2cc(C(=O)NCc3ccc(C)cc3)c(=N)oc12,3%,45%[activator],-3%,-3%,-1%,-6%,1,-14%,-3%
O=C(CCN1C(=O)CSc2ccccc21)Nc1ccc(OC(F)(F)F)cc1,-26%,4%,19%,.,.,.,-5,-14%,-5%
COc1ccc(NC(=O)c2ccc3c(c2)C(=O)N(CC2CCCO2)C3=O)c(OC)c1 (stereo unspecified),-1%,42%,24%,-9%,-6%,-6%,-5,-9%,0%
O=C(O)c1cc(N/N=C/c2ccc(OCc3ccccc3)cc2)ccc1Cl,-17%,-1%,107%[activator],?,50µM*,-10%,-3,-19%,3%
CCOC(=O)N1CCc2c(sc(NCc3cccs3)c2C(=O)Nc2cc(OC)ccc2OC)C1,-17%,.,40%[activator],-13%,-13%,-9%,16,-2%[60.1 µM],-2%
CCN1CCCC1CNC(=O)c1cc([N+](=O)[O-])c(N(C)C)cc1OC (stereo unspecified),-9%,21%,10%,-5%,9%,4%,1,-3%,-2%
Cc1ccc(C)c(N2CCN(S(=O)(=O)c3c(C(=O)N4CCCCC4)c(C)n(C)c3C)CC2)c1,-20%,16%,26%,-8%,2%,-5%,-1,-2%,-1%
COc1ccc(OC)c(C2NC(=O)N(C)C(C)=C2C(=O)OCc2ccccc2)c1 (stereo unspecified),-4%,50%,-5%,-20%,-12%,-10%,-7,-10%,-4%
Cc1ccccc1NC(=O)N1CCc2c(sc3c2CCCC3)C1c1ccccc1 (stereo unspecified),-8%,.,-2%,37%[activator],3%,-5%,-9,-8%[60.1 µM],1%
CCN(C[C@H]1N[C@@](CC)(C(=O)OC)[C@H]2C(=O)N(Cc3ccccc3)C(=O)[C@@H]12)C(=O)NC(C)C,-5%,28%,?,.,.,.,-5,-1%,-1%
COc1ccccc1NC(=O)Cc1noc(CSc2nnc(C(F)(F)F)n2C)n1,-6%,-8%,0%,0%,14%,-13%,-6,-18%,-5%
NN1C(=O)/C(=C\c2ccco2)SC1=S,-24%,14µM*,?,-14%,7.9µM*,?,9,?,-4%
CC1=CC2=NC(=O)/C(=C\c3cc(C)n(-c4ccc(F)cc4)c3C)C(=N)N2O1,-7%,-1%,18%,-6%,2%,0%,-5,-7%,-3%
CC(=O)c1ccc(NC(=O)C2CCC(CNS(=O)(=O)c3cccs3)CC2)cc1 (stereo unspecified),-23%,.,3%,-5%,?,-8%,-1,?,-1%
COc1ccc(Br)cc1S(=O)(=O)NNC(=O)c1c(C)nc2ccccn12,-20%,6%,97%[activator],0%,-19%,2%,4,4%,-2%
COc1ccc(NC(=O)CN2CCN(CC(=O)Nc3ccccc3Cl)CC2)cc1,-11%,5%,7%,-11%,18%,-5%,-4,-8%,4%
O=S(=O)(NCCc1ccccc1)c1cccc2nsnc12,-1%,4%,-7%,?,19%,-4%,-9,2%[60.1 µM],-1%
CC1(C)CC(=O)C=C(NNC(=O)c2ccccc2O)C1,-5%,8%,6%[58.9 µM],106%[activator],2%,-1%,2,-15%,-1%
Cc1ccc(CNC(=O)Cc2c(C)c3cc4c(C)coc4cc3oc2=O)cc1,-10%,.,33%[activator],-16%,-1%,-2%,1,-11%,-1%
COc1cc2c(cc1NC(=O)c1cccnc1)CCCC2,5%,-4%,52%[activator],-10%,53%,-6%,9,-28%,5%
SMILES,POLH inh,APEX1 inh,POLI inh,Anesthetic bind,Pol beta inh,BLM helicase inh,LDHA inh,POLK inh,Glioma ERSR ind
O=c1[nH]c(CSc2nc(-c3ccc(F)cc3)cs2)nc2ccccc12,-12%,1%,30%,0%,15%,0%,-12,3%,-4%
CCOC(=O)C1CCN(C(=O)COC(=O)c2oc3ccc(OC)cc3c2C)CC1,-9%,33%,-11%,.,.,.,-2,-29%,0%
O=C(CN1CCC(C(=O)c2ccc(F)cc2)CC1)Nc1ccccc1,-18%,4%,3%[58.9 µM],?,0%,-2%,4,-8%,-3%
O=S(=O)(c1cccs1)N1CCc2ccccc21,-14%,-10%,?,-14%,-5%,0%,-11,-3%,2%
CCOC(=O)C1CCN(S(=O)(=O)c2ccccc2[N+](=O)[O-])CC1,-8%,.,15%,.,.,.,-9,8%,-3%
CCN(CC(=O)Nc1ccc(Br)cc1)C(=O)c1nc2nc(C)cc(C)n2n1,-18%,16%,21%,.,.,.,-2,10%,-6%
CCOC(=O)C1Sc2[nH]c(=O)sc2C(c2ccc(Cl)cc2)C1C(=O)OCC (stereo unspecified),9%,0%,-4%,?,-5%,-5%,7,-1%,-4%

# An excerpt; count on the stated rates, not on these rows.
